# GAA spleen mod – lysosomal alpha-glucosidase (human) modulation; P10253; human spleen homogenate, 4-MU-alpha-glucoside fluorescence; Potency, µM (highest dose often 79.9 µM), for inactives: at the top dose activity change, negative = inhibition, most hits filed as inhibitors; actives 0.006% (n = 240,000);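 further: 0% = enzyme with vehicle and -100% = no enzyme basal signal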
#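 AC50 values come from Hill-equation fits of concentration-response data, normalized to no-enzyme and full-activity controls. Enzyme source: 1 ug human spleen homogenate; 1 mM fluorogenic 4-MU glucoside, pH 5.0 citrate buffer, 37 C, 40 min.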
# Tau fluor cs – counter-screen for tau fibril formation inhibitors; actives 0.93% (n = 280,000); tau K18 P301L (four-repeat tau fragment) Alexa594 fluorescence, heparin fibrillization; Potency, µM (top dose mostly 57.7 µM), inactives show at the highest dose activity change, negative = decrease; further: on the % scale 0 is the no-effect control and ±100 the full control effect; nearly all actives have a fitted effect of over 55% in size
#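 Human K18 P301L tau (15 uM unlabeled plus 0.24 uM Alexa 594-labeled, final) in 100 mM sodium acetate pH 7 was mixed with compound and 20 uM heparin and incubated 6 hr at 37 C.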
# NPSR antag – blocks cAMP signaling of the human neuropeptide S receptor; AID 1461; CHO-NPSR cells, cAMP TR-FRET, antagonist mode; actives 1% (n = 220,000); Q6W5P4; Potency, µM (series often up to 38.3 µM), for inactives: at the highest dose activity change, negative = inhibition, hits mostly inhibitors; further: on the % scale 0 is the no-effect control and ±100 the full control effect; nearly all actives have a fitted effect of over 50% in size; many of its hits are not listed in these tables
# Target sequence (Q6W5P4 whole entry, looked up): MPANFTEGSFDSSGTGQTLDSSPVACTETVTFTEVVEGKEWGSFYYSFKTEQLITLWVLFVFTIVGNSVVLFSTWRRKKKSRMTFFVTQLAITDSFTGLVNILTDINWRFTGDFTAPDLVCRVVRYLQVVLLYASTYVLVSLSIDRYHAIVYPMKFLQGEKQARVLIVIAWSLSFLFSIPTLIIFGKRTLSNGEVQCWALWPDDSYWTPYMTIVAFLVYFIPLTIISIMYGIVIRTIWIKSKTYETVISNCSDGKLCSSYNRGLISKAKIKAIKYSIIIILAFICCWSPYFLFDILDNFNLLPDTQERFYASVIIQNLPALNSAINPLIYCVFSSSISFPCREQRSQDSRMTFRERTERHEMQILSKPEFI
# GAA glycogen mod – GAA glycogen-cleavage inhibition or activation; P10253; recombinant GAA, glycogen substrate, Amplex Red glucose oxidase fluorescence; Potency, µM (series often up to 76.4 µM), for inactives: top-dose activity change, negative = inhibition, hits mostly inhibitors; actives 0.38% (n = 300,000); AID 2100;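 further: 0% = full enzyme reaction and -100% = no-enzyme basal signal; the screen sought inhibitors and activators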
#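 qHTS, 1536-well; enzyme 4 nM final; cpd up to 77 uM; substrate bovine liver glycogen 30 ug; 50 mM citrate/phosphate pH 5.0, 0.01% Tween-20; 37 C, 40 min; Amplex Red detection 45 min RT; Hill fit → AC50.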
# GAA inhib – blocks human lysosomal alpha-glucosidase. P10253. purified human GAA, 4-MU-alpha-glucoside fluorescence. Potency, µM (titrated, usually from 76.9 µM), for the others: at the highest dose activity change, negative = inhibition, hits mostly inhibitors. actives 0.005% (n = 200,000). AID 1466;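 further: plate controls were uninhibited enzyme wells for no effect and no-enzyme background for full effect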
#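 Read-out is 4-methylumbelliferone fluorescence (Ex 365/Em 440 nm) after NaOH/glycine stop at pH 10. Enzyme 4 nM, substrate 400 uM, pH 5.0 citrate buffer, 20 min room temperature; AC50 from Hill-equation concentration-response.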
# ALDH1A1 block – inhibitors of human aldehyde dehydrogenase 1A1; actives 7.3% (n = 220,000); Potency, µM (doses to about 75.3 µM), for inactives: at the top dose activity, negative = inhibition, usual class: inhibitors; Purified ALDH1A1, NADH fluorescence, propionaldehyde substrate; active means well fitted inhibition curve with a large enough effect, not every such curve was filed as active; inconclusive means small, poorly fitted or top-dose-only effect, or another doubt; inactive means no such curve, though single readings can be large or run the other way;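 further: plate controls were no enzyme wells and a reference inhibitor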
# aGal spleen mod – inhibits or activates alpha-galactosidase in human spleen homogenate | P06280 | human spleen homogenate, 4MU-alpha-Gal fluorescence, 40 min | Potency, µM (doses to about 80 µM), inactives show at the highest dose activity change, negative = inhibition, most hits filed as inhibitors | actives 0.008% (n = 240,000) | AID 2107;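 further: 0% = enzyme with vehicle and -100% = no enzyme basal signal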
# Target sequence (P06280 32-429 limits assumed): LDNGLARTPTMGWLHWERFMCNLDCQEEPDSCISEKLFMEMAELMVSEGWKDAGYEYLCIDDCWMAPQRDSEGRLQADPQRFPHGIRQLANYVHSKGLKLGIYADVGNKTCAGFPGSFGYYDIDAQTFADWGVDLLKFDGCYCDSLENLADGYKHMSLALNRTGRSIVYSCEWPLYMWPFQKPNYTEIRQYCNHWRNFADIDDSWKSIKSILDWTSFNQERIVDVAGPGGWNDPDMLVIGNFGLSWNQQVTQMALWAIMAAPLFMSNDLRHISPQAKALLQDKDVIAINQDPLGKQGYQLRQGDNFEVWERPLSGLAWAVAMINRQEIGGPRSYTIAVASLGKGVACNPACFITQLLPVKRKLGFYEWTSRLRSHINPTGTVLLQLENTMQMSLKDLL
#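 Spleen homogenate 1 ug + cpd (titration) + 4-MU-alpha-D-galactopyranoside 1 mM; 37C 40 min; 50 mM citrate/phosphate pH 5.0, 0.01% Tween-20; stop pH 10; fluorescence 365/440; AC50 via Hill.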
# Epigenetic derep – epigenetic control regulation, reporter derepression. actives 0.2% (n = 280,000). Potency, µM (doses to about 53.9 µM), for inactives: top-dose GFP activation, most hits filed as activators. murine LDR cells, GFP reporter derepression, 30 h; further: % of control where 0% means no effect; nearly all actives have a fitted effect of over 60% in size
#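 Derepression of a silenced CMV-GFP reporter in murine LDR cells is scored by enumerating GFP-positive cells with a laser-scanning microplate cytometer after 30 hours of treatment at 37 C.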
# Numbers without * were called inactive; ? = inconclusive; / = not tested or not shown; [ ] = another dose, or the depositor's remark. Unless noted, the call rests on the fitted dose curve; in most records, active means well fitted curve in the direction sought with a large enough effect; inconclusive means small, poorly fitted or top-dose-only effect, or another doubt; inactive means no such curve, though single readings can be large; an effect the other way counts as inactive or inconclusive. Potency means the concentration at half of the fitted maximal effect. An excerpt. The share of hits here may be higher or lower than overall.
entry	canonical_smiles	NPSR antag	ALDH1A1 block	Epigenetic derep	GAA glycogen mod	Tau fluor cs	aGal spleen mod	GAA spleen mod	GAA inhib
1	O=C(COC(=O)c1ccccc1)Nc1ccc(Cl)cn1	13%	5%	-0.3%	-4%	-9%	-2%	-1%	0%
2	Cc1c(-c2n[nH]c(=S)n2-c2ccc(C(F)(F)F)cc2)nnn1-c1ccccc1	-17%	?	-3.0%	-24%	-3%	9%	10%	?
3	O=C(NCc1ccccc1Cl)c1ccc2nnsc2c1	44%	?	-0.2%	4%	-23%	7%	4%	-10%
4	CO/N=C/NC(=O)N1OC[C@@H]2COc3ccc4ccccc4c3[C@@H]21	-14%[46.1 µM]	-2%	-1.5%	2%	-16%	-1%	4%	-6%
5	COc1ccc(O)c(C(=O)c2cnc3onc(C(C)C)c3c2)c1	-28%[46.1 µM]	1%	0.0%	-9%	-15%	4%	0%	-4%
6	CN(C)c1ccc(-c2nc(NCc3cccnc3)c3ccccc3n2)cc1	/	?	?	/	18µM*[quencher]	-9%	9%	/
7	CC(C)COC(=O)n1c(=O)oc2cc(S(=O)(=O)N3CCCCC3)ccc21	-6%[46.1 µM]	-14%	-8.8%	-21%	-14%	7%	-8%	1%
8	O=C(NC12CC3CC(CC(C3)C1)C2)C1CCCN1C(=O)NC1CCCCC1 (stereo unspecified)	12%[46.1 µM]	16%	-7.3%	8%	-1%	4%	1%	-2%
9	O=C(Nc1cccc(C(F)(F)F)c1)N1CCN(C(=O)Nc2cccc(C(F)(F)F)c2)CC1	0%[46.1 µM]	2%	-3.6%	8%	4%	0%	-15%	4%
10	C=CCN(CC=C)C(=S)NC(=O)c1ccc(OC)c(Br)c1	-4%[46.1 µM]	?	-2.1%	-7%	-23%	3%	-11%	2%
11	NC(=O)c1cc(N2C(=O)C3CC=CCC3C2=O)ccc1N1CCCCC1 (stereo unspecified)	-5%[46.1 µM]	?	0.0%	2%	-2%	-4%	-6%	-8%
12	COc1ccc2c(c1)c1nc3n(c(=O)c1n2CC(=O)Nc1cc(C)[nH]n1)CCS3	-49%	?	5.7%	10%	-2%	4%	0%	?
13	Cc1nn(-c2ccccc2)c2nc(N)c(C#N)c(-c3ccc(F)cc3)c12	?	?	-2.0%	-7%	-30%	1%	-1%	14%
14	COc1cc(CC(=O)O)c([N+](=O)[O-])cc1OC	14%	/	-1.0%	-2%	-3%	-5%	-2%	/
15	CCNC(=O)C1CC(=O)N(c2ccc(OCC)cc2)C1 (stereo unspecified)	5%[46.1 µM]	4%	-1.6%	2%	-9%	-6%	-13%	-1%
16	CCOc1cc(C2C3=C(CCCC3=O)NC3=C2C(=O)CCC3)ccc1OCCO	-2%[46.1 µM]	?	1.5%	-5%	-6%	8%	-25%	-5%
17	CCC1(C)Cc2ccccc2C(=O)N1 (stereo unspecified)	12%	/	0.0%	5%	8%	0%	-1%	/
18	CSc1nncn1/N=C/c1ccccc1F	-4%[46.1 µM]	6%	-0.2%	5%	-5%	1%	0%	7%
19	CCOc1ccccc1NC(=O)c1ccc(NC(=O)c2ccco2)cc1	-13%[46.1 µM]	-3%	0.0%	-7%	-25%	-1%	-5%	-2%
20	O=C(N/N=C/c1ccc(Cl)cc1)c1n[nH]c2c1CCCC2	-7%	/	1.0%	4%	-25%	2%	3%	/
21	COc1ccccc1/C=C/C=N/NC(=O)c1ccco1	50%	/	-1.6%	3%	0%	-13%	-12%	/
22	CCCn1c(SCC#N)nc2c(c1=O)C1(CCCC1)Cc1ccccc1-2	?	-1%	-1.1%	-1%	-23%	3%	2%	-4%
23	O=C(Nc1ccc2sccc2c1)c1cccc(N2C(=O)CCC2=O)c1	11%	13%	1.1%	-12%	-12%	-3%	-4%	?
24	O=C(COC(=O)c1cccc(Oc2ccccc2)c1)NCc1ccco1	-6%[46.1 µM]	-7%	0.0%	-3%	-13%	7%	2%	-12%
25	Cc1cc(/C=C2/NC(=O)NC2=O)c(C)n1-c1sc2c(c1C#N)CCCC2	-17%[46.1 µM]	13µM*	2.5%	-9%	?	2%	-2%	?
26	Cc1cccc(OCC(=O)N/N=C2/SCC(=O)N2Cc2ccco2)c1	-8%	11%	1.1%	-22%	-7%	10%	3%	1%
27	O=C(CN1C(=O)NC2(CCc3ccccc32)C1=O)Nc1ccc(N2CCOCC2)cc1 (stereo unspecified)	-7%[46.1 µM]	6%	-2.6%	3%	-10%	0%	7%	5%
28	Cc1nc(NC(=O)C2CCCCC2)sc1C	-9%	10%	-0.1%	6%	-1%	5%	6%	-8%
29	CCCCCOC(=O)NCC(O)c1ccccc1 (stereo unspecified)	2%[46.1 µM]	-26%	-0.6%	5%	0%	-11%	-6%	-8%
30	COc1cccc2cc(C(C)N(CCCN3CCOCC3)C(=S)Nc3cc(C)ccc3C)oc12 (stereo unspecified)	-60%	8%	-1.1%	14%	-14%	12%	10%	-4%
31	COc1cccc(OCc2cc(/C=N/Nc3ccc(C(=O)O)cc3)ccc2OC)c1	-35%	/	-1.9%	-25%	11µM*[quencher]	-6%	-1%	/
32	COc1ccc2cc(C(=O)C3CCCN(C(=O)CCc4ccccn4)C3)ccc2c1 (stereo unspecified)	-20%	?	-0.8%	15%	1%	15%	8%	?
33	CCCC(=O)Nc1nnc(SCC(=O)NCc2cccs2)s1	-8%[46.1 µM]	0%	-2.0%	12%	-3%	7%	1%	3%
34	COc1ccc(N2CCN(C(=O)CCN3C(=O)C4C5C=CC(C5)C4C3=O)CC2)cc1 (stereo unspecified)	14%	?	0.0%	-3%	-15%	2%	7%	0%
35	Cc1ccc(C(=O)Nc2cc([N+](=O)[O-])ccc2C)cc1	-11%	13%	1.8%	0%	-1%	9%	-1%	-5%
36	Brc1ccccc1C1=Nn2c(nnc2-c2ccco2)SC1	-12%	/	2.1%	1%	-2%	17%	7%	/
37	CCc1ccc(C(=O)COC(=O)CNC(=O)c2cccs2)cc1	-1%[46.1 µM]	3%	0.9%	5%	-5%	0%	1%	-1%
38	FC(F)(F)c1nc2ncc(Cl)cc2[nH]1	-3%[46.1 µM]	13%	1.5%	-8%	3%	7%	2%	-2%
39	CC(C)NC(=O)NC(=O)COC(=O)c1ccc(F)cc1F	14%	19%	0.0%	7%	-4%	1%	-8%	5%
40	Cn1c(=O)n(C)c2cc(NC(=O)c3ccccc3[N+](=O)[O-])c(Br)cc21	11%	-1%	-1.3%	17%	3%	8%	6%	4%
41	COc1cc(OC)cc(-c2nc(=S)n3ccsc3n2)c1	?	10%	1.7%	1%	6%	2%	-10%	4%
42	COC(=O)CN(c1cc(OC)ccc1OC)S(=O)(=O)c1ccc(OC)c(OC)c1	1%[46.1 µM]	2%	3.9%	-6%	2%	8%	2%	1%
43	CCN(CC)C(=O)CN1C(=O)C2CC=C(Cl)CC2C1=O (stereo unspecified)	-11%[46.1 µM]	7%	1.1%	9%	-9%	-15%	-2%	-2%
44	CN(CCC#N)C(=O)COC(=O)/C=C/c1ccc2c(c1)OCO2	0%	?	2.9%	-1%	6%	4%	-1%	4%
45	O=C(/C=C/c1ccccc1)NC1CCS(=O)(=O)C1 (stereo unspecified)	8%	1%	-0.9%	-4%	11%	0%	-7%	-2%
46	CCCCSc1nc2ccc(Nc3nc(N4CCOCC4)nc(N4CCOCC4)n3)cc2s1	?	7%	3.4%	-2%	-29%	0%	-7%	-3%
47	COc1ccc(-c2nc(/C=C3\C(C)=Nc4ccccc43)c(O)o2)cc1	-18%	?	2.7%	-2%	8.9µM*[quencher]	2%	-8%	-8%
48	O=S(=O)(c1ccc(-c2ccon2)s1)N1CCN(c2ccccn2)CC1	-2%	?	?	3%	4%	-1%	5%	-1%
49	COc1cc(OC)c(C#N)c(S(=O)Cc2ccccc2)c1 (stereo unspecified)	0%[46.1 µM]	14µM*	0.0%	10%	-7%	9%	-6%	-17%
50	Cc1ccc(C)c(/C=N/n2cc(-c3ccccc3)[nH]c2=S)c1	-55%	-2%	?	-7%	-19%	-11%	-8%	3%

# One compound at a time (already shown). Order of values: NPSR antag | ALDH1A1 block | Epigenetic derep | GAA glycogen mod | Tau fluor cs | aGal spleen mod | GAA spleen mod | GAA inhib
# COC(=O)CN(c1cc(OC)ccc1OC)S(=O)(=O)c1ccc(OC)c(OC)c1 across the screens: 1%[46.1 µM] | 2% | 3.9% | -6% | 2% | 8% | 2% | 1%
# COc1ccc(-c2nc(/C=C3\C(C)=Nc4ccccc43)c(O)o2)cc1 across the screens: -18% | ? | 2.7% | -2% | 8.9µM*[quencher] | 2% | -8% | -8%
# O=S(=O)(c1ccc(-c2ccon2)s1)N1CCN(c2ccccn2)CC1 across the screens: -2% | ? | ? | 3% | 4% | -1% | 5% | -1%
# COc1cc(OC)c(C#N)c(S(=O)Cc2ccccc2)c1 (stereo unspecified) across the screens: 0%[46.1 µM] | 14µM* | 0.0% | 10% | -7% | 9% | -6% | -17%

# More entries.
entry	canonical_smiles	NPSR antag	ALDH1A1 block	Epigenetic derep	GAA glycogen mod	Tau fluor cs	aGal spleen mod	GAA spleen mod	GAA inhib
51	CN(C)c1ccc(NC(=O)Nc2cccc(Cl)c2)cc1	-15%[46.1 µM]	-8%	-4.8%	-13%	14µM*[quencher]	5%	11%	-4%
52	CCOC(=O)c1cc(C(C)(C)C)n(CCCN2CCOCC2)c1C	-7%	2%	1.3%	-7%	-24%	6%	-18%	2%
53	COc1cccc2cc(/C(C)=N/Nc3nc(-c4cc(C)ccc4C)cs3)c(=O)oc12	-7%[46.1 µM]	?	0.6%	-14%	?	0%	0%	0%
54	CC(NC(=O)c1ccco1)C(c1cccs1)N1CCN(c2ccc(F)cc2)CC1 (stereo unspecified)	?	?	-3.0%	-4%	-15%	1%	-1%	?
55	O=C(Nc1ccccc1)c1ccc(NCCN2C(=O)CCC2=O)c([N+](=O)[O-])c1	-16%	1%	2.2%	18%	-1%	8%	9%	5%
56	CC(C)C[C@@H](CC(=O)N[C@@H](CCC(=O)O)CC(=O)O)NC(=O)[C@@H]1CCCC[C@H]1NC(=O)C[C@@H](NC(=O)C[C@H](Cc1ccccc1)NC(=O)[C@@H]1CCCC[C@H]1N)C(C)C	/	13%	-0.3%	/	2%	-10%	4%	/
57	O=C1CCc2cc(S(=O)(=O)NC(Cc3ccccc3)C(=O)NCC3CCCO3)ccc2N1 (stereo unspecified)	-1%[46.1 µM]	?	0.0%	-22%	3%	15%	13%	-5%

# Source: PubChem (National Center for Advancing Translational Sciences (NCATS))
